M. tuberculosis – growth inhibition of non-replicating M. tuberculosis (AID 488890) | Mycobacterium tuberculosis non-replicating, growth inhibition; higher % means a stronger effect | inhibition, % at 25 µM, or IC50 in µM where a hit was titrated | actives 0.39% (n = 320,000); in the data active = a potency from the dose series; inconclusive = inhibition mostly from about 82% at the one dose, without a potency; inactive = the rest, 99 in 100 with inhibition below about 76%;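 also: plate controls were DMSO cells for no effect and high antibiotic wells for full effect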
H1N1 NS1A inhibition – H1N1 influenza NS1A inhibitors, functional cell based assay (AID 504329); NS1A functional cell-based assay, percent inhibition; higher % means a stronger effect; one-dose inhibition, % at 12.5 µM; IC50 in µM for titrated hits; actives 0.3% (n = 340,000); in the data active = a potency from the dose series; inconclusive = inhibition above about 27% without an active follow-up result; also: strong numbers were not always called active
inhibitors of VEEV – inhibitors of VEEV TC-83 cytopathic effect, confirmation, Vero cells (AID 588727). Vero cells, VEEV TC-83 cytopathic effect inhibition; higher % means a stronger effect. actives 0.13% (n = 350,000). inhibition, % at 20 µM; hits with a dose series show IC50 in µM; in the data active = a potency from the dose series; inconclusive = inhibition mostly from about 14% at the one dose, without a potency; inactive = the rest, 99 in 100 with inhibition below about 12%; also: strong numbers were not always called active
PhoP GFP inhibition – PhoP regulon inhibitors, Salmonella typhi PhoP promoter GFP reporter, confirmatory (AID 1850); Salmonella Typhi PhoP-promoter GFP reporter, fluorescence, 4 h; higher % means a stronger effect; inhibition, % at 50 µM, or IC50 in µM where a hit was titrated; actives 0.33% (n = 310,000); in the data active = a potency from the dose series; inconclusive = inhibition mostly from about 25% at the one dose, without a potency; inactive = the rest, 99 in 100 with inhibition below about 19%;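 also: 0% = induced wells with vehicle and 100% = uninduced wells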
H37Rv inhibition – M. tuberculosis growth inhibition, HTS (AID 449762). M. tuberculosis H37Rv growth inhibition, 7H9 media; higher % means a stronger effect. inhibition, % at 25 µM; hits with a dose series show IC50 in µM. actives 0.59% (n = 330,000); in the data active = a potency from the dose series; inconclusive = inhibition above about 70% without an active follow-up result;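 also: bacterial growth assessed after seven days of incubation; strong numbers were not always called active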
inhibitors of VEEV 10K pilot screen – recorded beside inhibitors of VEEV, whose call it bears; inhibition, %; measured here: 10K pilot screen inhibition
* = called active by the depositor; i = inactive; u = inconclusive; x = no result given; & = joins results of further samples.

The opening 3 compounds as a preview:
SMILES	M. tuberculosis	H1N1 NS1A inhibition	inhibitors of VEEV	PhoP GFP inhibition	H37Rv inhibition	others
COc1ccc(CCn2c(SCCN3CCCCC3)nc3ccccc3c2=O)cc1OC	8%	-1%	9.6%	-1%	3%
Cc1ccc(S(=O)(=O)N/N=C/c2ccc(OS(=O)(=O)c3ccc(C)c([N+](=O)[O-])c3)cc2)cc1	4%	2%	1.4%	-3%	-4%
Cc1ccc(N(CC(=O)NC2CCCCC2)C(=O)CCC(=O)Nc2nccs2)cc1	-8%	-1%	i	-5%	-3%

Results (from the top)
SMILES	M. tuberculosis	H1N1 NS1A inhibition	inhibitors of VEEV	PhoP GFP inhibition	H37Rv inhibition	others
COc1ccc(CCn2c(SCCN3CCCCC3)nc3ccccc3c2=O)cc1OC	8%	-1%	9.6%	-1%	3%
Cc1ccc(S(=O)(=O)N/N=C/c2ccc(OS(=O)(=O)c3ccc(C)c([N+](=O)[O-])c3)cc2)cc1	4%	2%	1.4%	-3%	-4%
Cc1ccc(N(CC(=O)NC2CCCCC2)C(=O)CCC(=O)Nc2nccs2)cc1	-8%	-1%	i	-5%	-3%
CCOc1ccc(C(=O)COC(=O)C2COc3ccccc3O2)cc1 (stereo not given)	u	-8%	4.4%	x	1%
CC(C)Oc1ccc(NC(=O)Oc2ccccc2)cc1	47%	-12%	0.8%	-5%	91%
C=C1CC[C@@H]2[C@](C)(CO)[C@H](O)CC[C@@]2(C)[C@@H]1C/C=C1/C(=O)OCC1O (stereo not given in full)	x	-1%	i	x	x
COc1cc(CCC(=O)Nc2c(C(=O)N3CCN(c4ccccc4)CC3)oc3ccccc23)on1	34%	8%	i	13%	11%
CC(=O)Nc1sc2c(c1-c1nc3ccccc3s1)CN(C(C)C)CC2	u	-13%	i	x	u
O=C(Cc1cccc(C(F)(F)F)c1)NCc1cccc(Cl)c1	40%	-19%	0.6%	-7%	8%
O=C(N/N=C/c1c[nH]c2ccccc12)c1ccccc1Cl	19%	4%	0.4%	21%	-4%
Cn1c(O)c(N=NC(=O)c2cccc(S(=O)(=O)N3CCCCC3)c2)c2ccccc21	-21%	16%	7.0%	-8%	1%
COc1ccc(C(=O)O/N=C(\N)c2ccccc2)cc1OC	3%	3%	7.9%	1%	-2%
COc1ccc(-c2[nH]ncc2CN2CCCO2)cc1F	-14%	-4%	i	-9%	2%
CN1CCN(CC(=O)Nc2c(C#N)cnn2-c2ccccc2)CC1	-9%	x	i	0%	0%
NC(N)=NC(=O)c1nc(Cl)c(N)nc1N	-6%&-4%&-15%	3%&12%&-12%	7.0%&3.8%&0.7%	1%&-4%&19%&-31%	5%&8%&-6%	inhibitors of VEEV 10K pilot screen=1.8
CCN(CC)CCCNC(=S)N(Cc1cccnc1)Cc1cc2cc(C)cc(C)c2[nH]c1=O	20%	6%	4.7%	4%	8%
COc1ccc(NC(=S)Nc2ccc(Oc3ccccc3)cc2)cc1	u	9%	1.7%	2%	u
NC(=O)N/N=C/c1cn(CC(=O)Nc2ccc(F)cc2)c2ccccc12	75%	x	2.5%	11%	u
CC(C)C(NC(=O)c1c(F)cccc1F)C(=O)N1CCN(S(=O)(=O)/C=C/c2ccccc2)CC1 (stereo not given)	54%	-10%	1.5%	x	-13%
CC1(C)Cc2c(cnn2-c2cccc(F)c2)C(NC(=O)CCN2CCCC2=O)C1 (stereo not given)	-3%	-8%	0.5%	2%	3%
COc1ccc(OCc2nnc(SCC(=O)NCc3ccco3)o2)cc1	-27%	0%	1.1%	1%	70%
C=CCNC(=O)c1ccc(NC(=O)CC2SC(N3CCCC3)=NC2=O)cc1 (stereo not given)	1%	-12%	3.1%	0%	-3%
CC(C)CNc1nc(Oc2ccc(=O)n(-c3ccccc3)n2)nc(N2CCOCC2)n1	-1%	-7%	2.6%	0%	-5%
Cn1cc(-c2nnnn2-c2ccc(Cl)cc2)c(=O)c2ccccc21	-18%	-3%	1.0%	0%	-9%
Cc1ccc(-c2nc(CS(=O)CC(=O)NCCC(C)C)c(C)o2)cc1 (stereo not given)	8%	10%	1.7%	-4%	2%

(continued)
SMILES	M. tuberculosis	H1N1 NS1A inhibition	inhibitors of VEEV	PhoP GFP inhibition	H37Rv inhibition	others
O=C(Cn1cnc2ccccc2c1=O)c1ccc(Cl)cc1	x	-5%	i	x	x
NC(=O)c1ccsc1NC(=O)COC(=O)Cc1n[nH]c(=O)c2ccccc12	0%	-3%	i	4%	-3%
CC(C)(C)OC(=O)N[C@@H](Cc1ccccc1)c1nnc(S(=O)(=O)Cc2cccc(F)c2)o1	u	x	x	-4%	43%
Cc1n[nH]c2c([N+](=O)[O-])c(=O)[nH]c(=O)n12	x	-18%	0.4%	x	x
Cc1cccc(C2C3=C(Nc4[nH]n(-c5ccccc5)c(=O)c42)c2ccccc2C3=O)c1 (stereo not given)	x	5%	1.7%	x	x
C[C@@H]1COC(=O)[C@@H](CC(=O)OC(C)(C)C)C/C=C\C[C@@H](CC(=O)N[C@H](CO)Cc2ccccc2)C(=O)N1	25%	-5%	0.2%	x	-2%
O=C(CNc1cccc([N+](=O)[O-])c1)NCCCc1ccccc1	18%	-4%	i	1%	14%
N#Cc1c(/N=C/C2C(=O)NC(=S)NC2=O)sc2c1CCCC2	-18%	3%	2.4%	3%	-1%
CC(C)(C)NC(=O)c1cc(NC(=O)c2cccs2)cc(NC(=O)c2cccs2)c1	4%	-11%	9.0%	5%	8%
Cc1occc1C(=O)N/N=C/C1=C(N2CCOCC2)C(=C\c2ccc(Cl)cc2)/CC1	-6%	8%	i	-1%	0%
Cc1c(C(=O)N2CCN(c3ccc([N+](=O)[O-])cc3)CC2)sc2ncn(CC(=O)N3CCOCC3)c(=O)c12	11%	6%	0.6%	-4%	-2%
Cc1ccc(CC(=O)OCC(=O)c2ccc[nH]2)cc1C	73%	8%	1.4%	x	4%
CCOC(=O)c1c(/N=C/c2ccc(C)cc2O)sc2c1CCC2	25%	-6%	0.9%	3%	14%
COc1ccc(S(=O)(=O)N2CCN(C)CC2)cn1	6%	-4%	0.5%	13%	-18%
COCc1cc(/C=N\NC(=O)COc2ccccc2)ccc1OC	-3%	-5%	1.2%	-2%	-2%
Cc1cc(=O)oc2cc3c(cc12)OCCN3	-1%	-3%	i	-6%	2%
COc1cccc(-c2nc(N3CCC(C)CC3)c3ccccc3n2)c1O	-8%	5%	1.9%	-3%	4%
COn1c(=O)c(-c2ccc(Cl)cc2)[n+]([O-])c2ccccc21	-21%	-31%	3.0%	-6%	-6%
CCC(=O)c1ccc(OCC(=O)c2ccc3c(c2)NC(=O)CO3)cc1	-2%	-2%	0.1%	1%	5%
CCOC(=O)Nc1ccc2c(c1)N(C(=O)CN)c1ccccc1CC2	23%	-5%	1.0%	-2%	3%
COC(=O)/C(=C\Nc1ccc(Cl)cc1Cl)NC(=O)c1ccc(Cl)cc1Cl	4%	6%	13%	-1%	11%
CCCc1cc(=O)[nH]c(SCC(=O)NC2CCCCC2)n1	13%	-4%	0.7%	-8%	3%
Cc1cc(OC(=O)c2ccccc2)c([N+](=O)[O-])c(=O)[nH]1	x	5%	3.2%	x	x
CCOC(=O)c1sc(NC(=O)c2cccc(S(=O)(=O)N3CCc4ccccc43)c2)c(C#N)c1C	-2%	-2%	4.3%	-6%	-1%
CCn1c(C)nc2cc(C(=O)NNC(=S)Nc3ccccc3Cl)ccc21	-29%	-6%	2.6%	-10%	7%

Of the compounds above, these have a cyano group.
SMILES	M. tuberculosis	H1N1 NS1A inhibition	inhibitors of VEEV	PhoP GFP inhibition	H37Rv inhibition	others
CN1CCN(CC(=O)Nc2c(C#N)cnn2-c2ccccc2)CC1	-9%	x	i	0%	0%
N#Cc1c(/N=C/C2C(=O)NC(=S)NC2=O)sc2c1CCCC2	-18%	3%	2.4%	3%	-1%
CCOC(=O)c1sc(NC(=O)c2cccc(S(=O)(=O)N3CCc4ccccc43)c2)c(C#N)c1C	-2%	-2%	4.3%	-6%	-1%

Following part:
SMILES	M. tuberculosis	H1N1 NS1A inhibition	inhibitors of VEEV	PhoP GFP inhibition	H37Rv inhibition	others
C=CCNc1nc2c(c(=O)[nH]c(=O)n2C)n1CCOc1ccccc1	0%	4%	1.6%	-7%	0%
Cc1noc(C(=O)Nc2ccc(F)c(Cl)c2)c1Cl	-2%	-3%	1.7%	1%	-1%
O=C(Nc1ccccc1)Nc1nnc(Cc2ccc([N+](=O)[O-])cc2)s1	-14%	-5%	1.0%	-10%	0%
Cc1cc(C)c(C#N)c(SCC(=O)N(CC(C)C)C2CCS(=O)(=O)C2)n1 (stereo not given)	x	-12%	3.9%	x	x
COc1ccc(-c2ccccc2)c2oc(-c3ccco3)cc(=O)c12	16%	x	x	-13%	15%
c1cncc(C2CCCN2)c1 (stereo not given)	-10%	x	x	-3%	-4%
COc1cc(NC(=O)Cn2c(-c3cncs3)nc3ccccc32)cc(OC)c1OC	8%	-3%	1.3%	-3%	0%
CCOC(=O)C1CCCN(C(=S)Nc2ccc(F)cc2)C1 (stereo not given)	1%	-1%	0.1%	6%	4%
COCC1CCN(C(=O)c2cc(COc3ccc(F)cc3F)on2)C1 (stereo not given)	2%	-3%	0.9%	14%	-1%
CC(=O)Nc1ccc(S(=O)(=O)N[C@@H](C)C(=O)OCC(=O)Nc2ccc3c(c2)OCCO3)cc1	x	7%	1.5%	x	x
Cc1cccc(NC(=O)CCOc2ccccc2)c1C	34%	-20%	0.1%	8%	0%
Cc1ccc(C)c(-n2c(SCC(=O)Nc3nonc3C)nnc2-c2ccoc2C)c1	48%	10%	i	2%	7%	inhibitors of VEEV 10K pilot screen=4.4
N=C(N)c1ccc(N=Nc2c(O)ccc3c2[nH]c2ccccc23)cc1	x	6.6µM*	1.2%	x	x
Cc1ccc(NC(=S)NN2CCN(C)CC2)c(C)c1	-13%	-7%	0.9%	-10%	1%	inhibitors of VEEV 10K pilot screen=2.5
CCn1c(Sc2ccc([N+](=O)[O-])cn2)nnc1-c1ccco1	9%	10%	9.5%	-11%	-4%
Cc1ccc(OCC(=O)N(Cc2ccc(N(C)C)cc2)C2CCS(=O)(=O)C2)cc1 (stereo not given)	24%	7%	1.0%	-13%	0%	inhibitors of VEEV 10K pilot screen=0.2
COCCn1c(N)c(N(Cc2ccccc2)C(=O)Cc2ccccc2F)c(=O)[nH]c1=O	-14%	4%	0.2%	7%	-4%
COc1cccc(/C=N/NC(=O)COc2cccc3cccnc23)c1O	22%	-4%	u	1%	9%
Cc1cc(C)cc(OCC(=O)Nc2cccc(C(=O)O)c2)c1	-13%	21%	1.5%	-1%	-1%
CN1CCN(CC(=O)N(C)c2nc(-c3ccccc3)cs2)CC1	42%	2%	0.2%	17%	6%
CC(C)CC(=O)OCC(=O)Nc1ccccc1Sc1ccccc1	-33%	5%	i	-4%	1%
Cc1ccc(C)c(NC(=O)COc2coc(CN3CCc4ccccc4C3)cc2=O)c1	25%	-5%	6.0%	1%	24%
Cc1ccc(N2CC(C(=O)Nc3ccccc3OC(F)F)CC2=O)cc1 (stereo not given)	12%	-13%	7.7%	x	5%
Cc1cc(NC(=O)CSc2nc(C3CC3)nc3sc4c(c23)CCC(C)C4)no1 (stereo not given)	3%	x	x	1%	-9%
CCN1CCN(S(=O)(=O)c2ccc(Cl)c(C(=O)N(C)Cc3ccc(C(C)(C)C)cc3)c2)CC1	x	-1%	4.5%	x	x

The list goes on.
SMILES	M. tuberculosis	H1N1 NS1A inhibition	inhibitors of VEEV	PhoP GFP inhibition	H37Rv inhibition	others
COC(=O)c1c(NC(=O)CC2Sc3ccc(C(F)(F)F)cc3NC2=O)sc(C)c1C (stereo not given)	-12%	-2%	0.3%	-4%	1%
Cc1c(C(=O)NCc2cccnc2)oc2ccc(S(=O)(=O)N3CCCCCC3)cc12	30%	8%	2.9%	-8%	6%
N#Cc1ccc(NC(=O)COC(=O)C2=COCCO2)cc1	-8%	-12%	1.6%	-6%	1%
O=C(CN1C(=O)NC2(CCCC2)C1=O)NNC(=O)c1ccc(F)cc1	-4%	-2%	2.1%	5%	-8%
CN(C)C(CNC(=O)c1ccc(S(=O)(=O)Nc2ccccc2F)cc1)c1ccco1 (stereo not given)	52%	1%	1.1%	x	-1%
COc1cccc(CNCCc2c[nH]c3ccccc23)c1OCc1ccccc1F	u	7%	4.1%	7%	u
CC(=O)N/C(=C/c1ccc([N+](=O)[O-])cc1)C(=O)O	-17%	-2%	0.4%	-8%	-5%
O=C(CN1C(=O)NC2(CCCCCCC2)C1=O)NC1CCCc2ccccc21 (stereo not given)	-6%	-7%	1.1%	-9%	-3%
COc1ccc2nc(SCC(=O)Nc3ccc(S(=O)(=O)Nc4nccc(C)n4)cc3)[nH]c2c1	35%	-1%	3.5%	-2%	-5%
CC(C)(C)NC(=O)CSc1nnc(CN2CCCCCC2=O)n1-c1ccccn1	-5%	-15%	2.2%	-8%	-10%
